CTSL1 counter = cathepsin L1 inhibition, PFM18AAP counter-screen; recombinant F. hepatica cathepsin L1, Z-Leu-Arg-MCA fluorescence; 300,000 tested, 0.49% active; inhibition, % at 5.96 µM;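 active = inhibition above the mean of all tested compounds plus 3 SD, set per screening campaign, cut at about 17% in these data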;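 note: 0% = plate median of test compound wells and 100% = 1 µM Z-Phe-Ala-diazomethylketone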
HCV core dimer = blocks dimerization of HCV core protein; TR-FRET GST/Flag-core106 dimerization, 1536-well; inhibition, % at 5 µM; 300,000 tested, 0.33% active; AID 1899;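 active = inhibition above the mean of all tested compounds plus 3 SD, set per screening campaign, cut at about 45% in these data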
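test system = GST/Flag-tagged HCV core106 proteins | probe or stimulus = Eu donor and XL665 acceptor anti-tag antibodies | times = compound-protein-antibody incubation 4 h at 22.5 °C | signal = TR-FRET, excitation 340 nm, emission 617 and 671 nm | measure = percent inhibition of core106 dimerization signal | controls = wells lacking GST-core106 and wells with excess unlabelled core106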
JMJD2C inh = blocks human GASC-1 demethylase activity. GST-JMJD2C(1-420) H3K9me3 demethylation, DELFIA europium. AID 2099. 330,000 tested, 0.069% active. inhibition, % at 2.35 µM. Q9H3R0;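 active = more than half of a compound's replicate wells show inhibition beyond 50%, single wells judged on their own value; inconclusive = some, but no more than half, of replicates pass 50% inhibition; inactive = no replicate passes 50% inhibition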;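 note: signal counts dimethyl H3K9 product captured on neutravidin plate; 0% = median of DMSO wells and 100% = 0.3 times that DMSO median; strong numbers were not always called active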
Target sequence (Q9H3R0 1-420 limits assumed): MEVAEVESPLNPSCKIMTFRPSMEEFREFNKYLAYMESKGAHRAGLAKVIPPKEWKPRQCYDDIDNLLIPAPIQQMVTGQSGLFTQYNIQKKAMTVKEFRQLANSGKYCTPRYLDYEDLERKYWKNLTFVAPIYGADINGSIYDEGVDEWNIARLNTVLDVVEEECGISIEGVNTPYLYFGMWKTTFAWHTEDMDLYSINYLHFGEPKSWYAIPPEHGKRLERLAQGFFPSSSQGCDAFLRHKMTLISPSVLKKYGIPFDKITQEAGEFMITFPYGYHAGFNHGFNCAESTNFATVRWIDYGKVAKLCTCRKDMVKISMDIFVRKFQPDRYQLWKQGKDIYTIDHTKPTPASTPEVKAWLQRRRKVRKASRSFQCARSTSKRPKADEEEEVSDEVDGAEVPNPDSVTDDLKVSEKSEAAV
proCasp3 act = procaspase-3 (human) activation | recombinant procaspase-3 D3A, Ac-DEVD-pNA absorbance 405 nm | 330,000 tested, 0.11% active | P42574 | activation, % at 8.5 µM;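 active = activation above the mean of all tested compounds plus 3 SD, cut at about 21% in these data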;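 note: 0% = DMSO alone and 100% = DMSO wells spiked with extra 5 µM PC-3 D3A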
Target sequence (P42574 whole entry D9A/D28A/D175A): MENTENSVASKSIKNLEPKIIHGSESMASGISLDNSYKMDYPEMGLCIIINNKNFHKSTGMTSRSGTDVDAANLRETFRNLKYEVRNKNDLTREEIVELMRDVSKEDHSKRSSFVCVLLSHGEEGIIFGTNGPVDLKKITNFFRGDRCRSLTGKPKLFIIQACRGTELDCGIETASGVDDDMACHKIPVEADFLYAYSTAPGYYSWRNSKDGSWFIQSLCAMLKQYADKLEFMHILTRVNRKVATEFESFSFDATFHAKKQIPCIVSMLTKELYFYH
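Technique: 405 nm absorbance of p-nitroaniline, reads at 0 and 120 min; Test system: Procaspase-3 D3A mutant; Incubation: 1 h enzyme-compound preincubation, then 2 h substrate reaction, 25 °C; Repeats: singlicate, each compound tested once; Benchmarks: low control DMSO wells, high control DMSO plus 5 µM PC-3 D3A.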
PP1 counter = counter-screen for PP5 inhibitors: inhibitors of human PP1-alpha. P62136. purified PP1alpha, OMFP fluorescence. AID 2235. inhibition, % at 6.7 µM. 320,000 tested, 0.9% active;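 active = inhibition above the mean inhibition of all tested compounds plus 3 SD, computed separately for each screening campaign, cut at about 15% in these data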
Target sequence (P62136 whole entry, looked up): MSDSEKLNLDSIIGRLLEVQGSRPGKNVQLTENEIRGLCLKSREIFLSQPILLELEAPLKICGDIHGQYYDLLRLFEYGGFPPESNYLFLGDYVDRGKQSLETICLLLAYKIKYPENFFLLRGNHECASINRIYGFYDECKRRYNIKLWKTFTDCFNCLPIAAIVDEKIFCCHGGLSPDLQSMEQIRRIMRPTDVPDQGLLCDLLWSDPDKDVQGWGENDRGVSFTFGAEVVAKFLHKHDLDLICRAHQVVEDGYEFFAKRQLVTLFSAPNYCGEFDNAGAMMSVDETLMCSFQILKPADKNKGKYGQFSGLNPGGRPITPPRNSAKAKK
Efflux pump mplx = blocks antifungal efflux pumps in multiplex yeast assay | S. cerevisiae Candida pump triplex, Nile Red efflux | inhibition, % at 10 µM | 330,000 tested, 0.44% active | AID 485275;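 active = plate passing quality check with inhibition over a set limit, or well fluorescence over plate mean plus 4 SD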;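 note: Nile Red retained in pooled yeast measured as flow cytometry median fluorescence; 0% = buffer negative control and 100% = Enniatin B positive control; higher means more Nile Red kept so more efflux inhibition; some compounds called inactive have numbers as strong as hits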
PP5 primary = PP5 (human) phosphatase inhibition; P53041; purified PP5c, OMFP substrate fluorescence; inhibition, % at 6.7 µM; 320,000 tested, 0.18% active; AID 1987;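 active = inhibition above the campaign's mean inhibition across all tested compounds plus 3 SD, cut at about 9.5% in these data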;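 note: 0% = DMSO only and 100% = 100 µM cantharidin control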
proCasp7 act = counter-screen for procaspase-3 activators: activators of human procaspase-7. activation, % at 8.5 µM. P55210. 330,000 tested, 0.093% active. recombinant procaspase-7, Ac-DEVD-pNA absorbance 405 nm; D23A/D198A/D206A triple mutant, cannot self-cleave; scale: DMSO 0, 5 µM enzyme 100;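 active = percent activation above the screen-wide mean plus 3 SD, cut at about 25% in these data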
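signal = Epi-absorbance of released pNA at 405 nm, two timepoints | assay system = Uncleavable procaspase-7 mutant enzyme | reagent = Ac-DEVD-pNA substrate, 400 µM as added | times = 1 h enzyme–compound preincubation and 2 h substrate reaction, both 25 °C | benchmarks = low DMSO alone, high DMSO plus 5 µM PC-7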
TPT1 inhibitor = C. albicans TPT1 enzyme inhibition; 300,000 tested, 0.81% active; inhibition, % at 5 µM; recombinant caTPT1, FP RNA substrate dephosphorylation;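 active = inhibition above the mean of all tested compounds plus 3 SD, set per screening campaign, cut at about 24% in these data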;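 note: plate controls were DMSO alone for no effect and ferristatin control at 100 nM for full effect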
An asterisk follows results filed as active; ? = inconclusive; · = no result given.

Results follow in this order: CTSL1 counter	HCV core dimer	JMJD2C inh	proCasp3 act	PP1 counter	Efflux pump mplx	PP5 primary	proCasp7 act	TPT1 inhibitor
O=c1[nH]c(CSc2nc3ccccc3o2)nc2c1cnn2-c1ccccc1
→ -4	11	-17	5	16*	0.0	0.8	-4	3
O=C(O)C(=O)/C(=C\c1ccccc1)c1ccc2ccccc2n1
→ 2	1	-4	-18	-2	0.0	2.5	4	30*
O=C(COc1nsnc1N1CCOCC1)Nc1ccc([N+](=O)[O-])cc1
→ 1	1	-5	-2	0	-0.1	0.6	18	-3
Cc1ccc(C(=O)c2coc3cc([N+](=O)[O-])c(O)c([N+](=O)[O-])c23)cc1
→ -1	7	-5	-1	2	0.0	3.5	1	-2
Cc1ccccc1CN1C(=O)/C(=C\c2ccc(C(=O)NCCN3CCOCC3)cc2)Sc2ccccc21
→ 3	1	-7	6	-1	0.2	4.1	-5	0
Cc1ccc(O)c(CNc2nc3ccccc3n2C)c1
→ -4	-5	-7	-4	-1	-0.2	-0.2	2	-1
COc1cc(CCC(=O)OCC(=O)Nc2nc(C)c(Cl)cc2Cl)cc(OC)c1OC
→ -12	-5	1	0	3	0.0	-0.3	-2	-3
Cn1c(N)nc2nc(CCc3ccccc3)c(=O)[nH]c2c1=O
→ 0	-7	-8	22*	2	1.3	1.2	6	-5
COc1c(O)ccc(/C=C(\C#N)c2nc3ccccc3[nH]2)c1[N+](=O)[O-]
→ 4	-26	0	10	5	0.2	4.8	5	5
CCCN1CCN(C(=O)c2cc(COc3ccc(F)cc3F)on2)CC1
→ 1	-7	4	1	-4	0.0	-1.0	7	-5
COc1ccc(S(=O)(=O)N2CCOCC2)cc1NC(=O)c1ccc2c(c1)OCCO2
→ -4	4	-26	-1	-4	0.1	-0.1	8	-2
O=C(C[C@H]1C/C=C\C[C@@H](Cc2ccc(F)cc2)C(=O)O[C@@H](c2ccccc2)CNC1=O)N[C@@H](CO)Cc1ccccc1
→ ·	·	7	2	·	-0.1	·	7	·
CCOc1cnc(-c2ccc(Cl)cc2)o1
→ 2	2	7	-2	0	-0.2	-2.4	3	4
O=C(C[C@@H]1C/C=C\CC[C@H](Cc2ccc(F)cc2)C(=O)OC[C@@H](Cc2ccccc2)NC1=O)NCCO
→ ·	·	2	3	·	0.5	·	0	·
COc1ccccc1NC(=O)c1nc(S(=O)(=O)Cc2ccccc2)ncc1Cl
→ -1	8	1	-9	2	-0.1	2.0	5	-3
COc1ccc(NC2C=CS(=O)(=O)C2)c(OC)c1 (stereo not given)
→ 5	-1	2	-16	0	-0.1	1.1	-14	0
CCOC(=O)C(C)Sc1nnc(Cc2cc(=O)[nH]c(=O)[nH]2)n1-c1ccc(OCC)cc1 (stereo not given)
→ -3	-1	·	-1	-6	0.0	2.3	4	-1
COc1ccc(OC)c(S(=O)(=O)NCCS(=O)(=O)N2CCN(c3ccccc3)CC2)c1
→ -8	-3	-4	10	-1	-0.1	1.2	-1	-4
Cc1ccc(/C=N/NC(=O)c2ccccc2OCc2ccc(F)cc2)o1
→ 4	4	-26	-2	0	-0.1	3.9	8	-1
O=C(COc1ccc(F)cc1)N1CCC(Cc2ccccc2)CC1
→ 3	1	-1	2	1	0.1	-0.6	-4	-2
COc1ccc(S(=O)(=O)N(C)CC(=O)O)c2ccccc12
→ 1	-7	7	5	-3	0.0	-1.3	0	-1
O=C(CN1CCC(NC(=O)c2cccc(F)c2)CC1)NCc1cccs1
→ 0	-9	3	8	-4	0.0	1.2	8	-2
O=C(NC1(Cc2ccccc2)CCN(CCCc2ccccc2)C1=O)c1ccccc1 (stereo not given)
→ ·	·	0	12	0	-0.1	2.1	1	·
CCN(CC)CCCNC(=O)c1cc(-c2ccccc2)c(N2CCCCC2)s1
→ 0	-4	-7	-4	-1	-0.2	0.3	6	0
Cc1ccc([N+](=O)[O-])cc1NC(=S)NCCc1ccccc1
→ 58*	-3	2	-2	-4	-0.2	1.9	7	1
CC(NC(=O)c1cccs1)c1nnc(SCc2ccc(Cl)cc2Cl)n1C (stereo not given)
→ -3	-12	6	-4	-5	0.8	2.1	-2	3
COc1ccc(S(=O)(=O)Nc2cc(C(=O)NCCCOC(C)C)ccc2N2CCOCC2)cc1
→ -5	2	2	-10	3	0.2	-0.5	2	0
O=S1(=O)CCOC[C@H](c2ccccc2)N1Cc1ccccc1F
→ 2	2	7	4	3	0.0	0.1	-2	-2
CC1=C/C(=N\OS(=O)(=O)c2ccccc2)C=CC1=O
→ 11	-3	?	-23	-4	0.1	3.7	-28	-3
COc1cc(Cl)ccc1OCc1cc(C(=O)N2CCCC(OC)C2)no1 (stereo not given)
→ -4	5	1	0	-4	0.1	2.0	8	-4
CN1CCN(/C=N/c2c(C#N)cnn2-c2ccccc2)CC1
→ 0	-5	7	13	3	0.0	-1.1	8	-6
COc1ccc(CCNC(=O)c2nn(C)c3c2CS(=O)(=O)c2ccccc2-3)c(OC)c1
→ 4	11	9	7	-1	0.1	1.2	-6	-2
CCOC(=O)Cn1cc(C(=O)c2ccco2)c2ccccc21
→ 3	3	3	-3	3	-0.1	2.3	5	-4
CC(=O)Nc1cccc(NC(=O)C2CCCN2C(=O)Nc2ccc(C)cc2)c1 (stereo not given)
→ 0	-3	-5	-1	-1	-0.1	0.3	9	-5
Cc1c(=O)n(OCc2ccccn2)c2ccccc2[n+]1[O-]
→ -7	9	4	-9	-1	0.0	-0.5	-6	-2
O=S(=O)(CS(=O)(=O)c1ccc(Cl)cc1)c1ccc(Cl)cc1
→ 1	-1	-27	-7	-3	0.2	2.1	-12	0
COC(=O)c1cc(-c2c(C)oc3cc(OC)ccc3c2=O)c(C)o1
→ 3	0	4	-4	-3	0.0	-1.9	8	0
COc1cccc(OCc2cc(C(=O)N(Cc3ccccc3)CC3CC3)no2)c1
→ -2	6	-8	4	3	0.1	2.3	-4	-4
Cc1cc(N)c(NC2=CC(=O)CC(C)(C)C2)cc1C
→ -6	-6	-2	-7	-9	-0.1	0.7	0	-1
Cc1ccc(/C=N/NC(=O)c2nnn(-c3nonc3N)c2CSc2ccc(Cl)cc2)cc1
→ -1	13	5	-3	-3	0.0	-1.9	3	0
N/N=C1\CCCc2c1[nH]c1ccc([N+](=O)[O-])cc21
→ -2	3	2	0	-9	0.0	0.3	2	0
COc1cccc(C(=O)Nc2ccc3c(c2)n(C)c(=O)n3C)c1
→ 1	8	-1	1	-2	-0.1	1.9	-17	0
Cc1cc(S(=O)(=O)N2CCC3(CC2)OCCO3)c(C)cc1Cl
→ -3	1	-15	2	-1	0.0	-1.1	7	3
O=C(NC1CCCCC1)c1ccc(S(=O)(=O)N2CCCC2)cc1
→ -2	-7	5	1	-4	-0.1	-0.5	-9	-3
CC(=O)Nc1ccc(NC(=O)CSc2nc3ccccc3c(=O)n2CCCN2CCOCC2)cc1
→ ·	·	5	10	·	-0.1	·	14	·
CCCN1C(=O)COc2ccc(-c3n[nH]c(=O)c4ccccc34)cc21
→ -4	-3	-1	1	-2	0.8	3.2	-6	-1
CCn1c(=O)c(=O)n(CC)c2cc(S(=O)(=O)Nc3ccc(C)cc3)ccc21
→ 2	2	7	2	-3	-0.1	1.3	-1	-1
COc1ccccc1C(=O)C1CCCN(C(=O)CSc2ccccn2)C1 (stereo not given)
→ -5	-6	-4	3	0	0.2	0.9	-5	2
CCNc1nc(N2CCOCC2)nc(N(c2ccccc2)c2ccccc2)n1
→ 10	0	-5	-3	-1	0.0	-0.9	-1	-5
Cc1cccc(N2CCN(C(=O)CCCOc3ccccc3)CC2)c1C
→ -7	13	100	0	6	0.0	1.8	-13	1
CC(=O)Nc1ccc(N2C(=O)CC(Sc3nc(C)cc(C)n3)C2=O)cc1 (stereo not given)
→ -5	4	1	-25	-2	0.0	0.0	-21	2
O=C(CSc1ncn[nH]1)c1cccc([N+](=O)[O-])c1
→ -2	-9	3	-17	-1	-0.2	-0.7	-11	-1
CCOc1ccc(N2C(=O)CC(Cc3ccccc3OC)C2=O)cc1 (stereo not given)
→ 1	1	-9	5	-2	0.0	0.3	15	2
Cn1ccnc1SCC(=O)Nc1ccc(SC(F)F)cc1
→ ·	·	-1	10	·	-0.3	·	-13	·
N#Cc1ccccc1NC(=O)c1ccc2c(c1)OCCO2
→ 0	2	-4	-1	0	0.0	-1.9	-5	-1
COc1ccc(NC(=S)N2CCN(C(c3ccccc3)c3ccccc3)CC2)c(OC)c1
→ 3	20	2	-5	1	0.2	1.3	-9	1
Cc1ccc(OC(C)C(=O)Nc2ccc3c(c2)n(C)c(=O)n3C)cc1C (stereo not given)
→ 5	-11	2	1	-6	-0.1	2.0	0	-8
COC(=O)c1ccccc1NC(=O)/C=C/c1ccco1
→ 2	12	0	3	-2	-0.5	-0.3	-5	2
Cc1ccc(OCCCCN2CCCCC2)c(C)c1
→ -2	-8	-3	10	0	-0.1	-0.4	1	-2
O=C(NC1CCCCC1)c1cc(S(=O)(=O)N2CCOCC2)ccc1Cl
→ -4	-10	-17	-4	-1	1.6	1.7	3	-1

The results go on:
Results follow in this order: CTSL1 counter	HCV core dimer	JMJD2C inh	proCasp3 act	PP1 counter	Efflux pump mplx	PP5 primary	proCasp7 act	TPT1 inhibitor
CCCS(=O)(=O)N1CCN=C1SCc1ccc(F)cc1
→ -5	3	-21	0	0	-0.3	-0.5	12	0
O=C(Nc1cccnc1)c1ccc(Cl)cc1[N+](=O)[O-]
→ 10	-3	-3	-1	-4	0.1	-0.4	-3	-3
Cn1nc(-c2ccccc2)c(-c2nc(-c3ccc(Cl)cc3)no2)c1Cl
→ 3	-6	-17	-1	0	-0.1	-1.4	1	-1
O=C(CSc1nnc2scc(-c3ccccc3)n12)NCc1ccco1
→ -2	-1	3	3	3	-0.1	0.7	2	-2
CC1=NN(C(=O)c2csc(C)c2)C(O)(C(F)(F)F)C1 (stereo not given)
→ -2	-5	15	-11	1	0.1	0.5	1	-2
CC(C)(C)C(=O)NC(=S)N1CCCC1
→ 2	-1	1	3	-2	-0.6	2.7	0	-2
COc1ccc(N=C2SC(C(=O)Nc3ccc(F)cc3)CC(=O)N2C)cc1 (stereo not given)
→ 0	-3	4	5	0	-0.1	2.2	-6	-4
COc1cc(C(=O)NCC(=O)NC(C)c2ccc(-n3ccnc3)cc2)cc(OC)c1OC (stereo not given)
→ 3	0	-27	0	-3	0.0	0.5	-5	-5
COc1cnc(-c2ccccc2)nc1Oc1ccc(Cl)cc1C
→ 19*	0	-6	3	-3	-0.1	-0.6	14	-1
CC(=O)C1=C(Nc2ccccc2)CC(C)(O)C(C(C)=O)C1c1ccccc1 (stereo not given)
→ -2	3	-5	8	-5	0.0	0.4	6	-2

Assay outcomes from PubChem.

Not a hit list. About 2.9% of those tested had a hit in this group.
